Bioassay records deposited in PubChem BioAssay by Sanford-Burnham Center for Chemical Genomics.
UPR CHOP act: activators of apoptotic CHOP UPR arm, primary screen, cell-based, CHO-CHOP luciferase reporter, luminescence, uHTS. hit rate 0.34% among 330,000. activation, % at 10 µM. AID 449763, 2010. UPR activation; percent of tunicamycin response over DMSO baseline;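 active = at 10 µM dose, activation of 40% or more, normalized to positive control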;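 also: 100% = tunicamycin at 10 µg/mL and 0% = DMSO alone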
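Dosing – one dose, 10 µM in 0.5% DMSO · System – CHO-CHOP cells, stable luciferase reporter of PERK-eIF2a-CHOP signalling · Input – 500 cells/well · Control set – tunicamycin 10 µg/mL final as positive, DMSO-only wells as negative · Timing – 6 h compound treatment, 37 °C · Measure – % activation vs tunicamycin · Technique – luminescence read with Steady-Glo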
TIM10 inh: growth inhibitors of isogenic TIM10 control yeast, primary screen, counter-screen for tim10-1 yeast inhibitor project, luminescence, uHTS. S. cerevisiae TIM10 strain growth, BacTiter-Glo luminescence, 24 h. inhibition, % at 10 µM. hit rate 1.4% among 330,000;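 active = inhibition of 40% or more at the single tested concentration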;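 also: wild-type TIM10 isogenic control strain grown at permissive 25 °C; 0% = DMSO yeast wells and 100% = minimal medium wells without yeast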
CXCR6 inh: CXCR6 receptor inhibitors, primary screen, cell-based, beta-arrestin, luminescence, CHO-K1 PathHunter, 1536-well; inhibition, % at 20 µM; hit rate 0.36% among 360,000; in the data active = inhibition above about 34%, passing the limit was not always enough;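 also: antagonist mode with CXCL16 agonist at 10 nM final; 0% = 10 nM CXCL16 with DMSO and 100% = unstimulated wells without agonist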
Target sequence (O00574 whole entry, looked up): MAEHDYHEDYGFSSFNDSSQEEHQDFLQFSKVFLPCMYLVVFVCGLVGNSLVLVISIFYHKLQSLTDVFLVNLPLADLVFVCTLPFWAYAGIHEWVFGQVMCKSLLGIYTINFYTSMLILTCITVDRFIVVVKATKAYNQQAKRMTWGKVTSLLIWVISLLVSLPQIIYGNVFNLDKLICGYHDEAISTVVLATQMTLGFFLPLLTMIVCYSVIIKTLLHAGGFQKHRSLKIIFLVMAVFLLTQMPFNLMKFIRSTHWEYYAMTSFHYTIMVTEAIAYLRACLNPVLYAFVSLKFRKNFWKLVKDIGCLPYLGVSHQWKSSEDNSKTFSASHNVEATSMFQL
tim10-1 inh: growth inhibitors of tim10-1 mutant yeast, primary screen, luminescence, uHTS. S. cerevisiae tim10-1 ts strain growth, BacTiter-Glo, 24 h. inhibition, % at 20 µM. hit rate 2.2% among 330,000. AID 463190, 2010;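 active = inhibition of at least 40%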;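 also: mutant grown at 25 °C; 0% = DMSO wells with yeast and 100% = wells holding no yeast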
UPR XBP1 act: activators of adaptive XBP1 UPR arm, primary screen, cell-based, CHO-XBP1 luciferase reporter, luminescence, uHTS; IRE1-XBP1 UPR activation; percent of tunicamycin response, DMSO as zero; activation, % at 20 µM; hit rate 0.33% among 330,000; AID 463104, 2010;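 active = versus positive control, 20 µM dose yields 30% or more activation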;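 also: 100% = tunicamycin at 10 µg/mL and 0% = DMSO only wells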
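Assay system: IRE1-XBP1 luciferase reporter CHO line. Input: 1000 cells/well. Buffer or medium: F12 with 10% serum. Doses: 20 µM, 1% DMSO. Times: overnight seeding at 37 °C, 6 h compound treatment at 37 °C. Technique: Steady-Glo luciferase glow luminescence, 10 min after reagent addition.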
APJ agonist: agonists of human apelin receptor APJ, primary screen, CHO-K1 cells, PathHunter beta-arrestin, luminescence | P35414 | 0% DMSO wells, 100% apelin | activation, % at 20 µM | hit rate 0.11% among 330,000;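 active = activation more than six SD over the plate average, tested at 20 µM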;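 also: 0% = DMSO alone and 100% = apelin-13 at 10 nM; some results filed as inactive read as strong as hits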
Target sequence (P35414 whole entry, looked up): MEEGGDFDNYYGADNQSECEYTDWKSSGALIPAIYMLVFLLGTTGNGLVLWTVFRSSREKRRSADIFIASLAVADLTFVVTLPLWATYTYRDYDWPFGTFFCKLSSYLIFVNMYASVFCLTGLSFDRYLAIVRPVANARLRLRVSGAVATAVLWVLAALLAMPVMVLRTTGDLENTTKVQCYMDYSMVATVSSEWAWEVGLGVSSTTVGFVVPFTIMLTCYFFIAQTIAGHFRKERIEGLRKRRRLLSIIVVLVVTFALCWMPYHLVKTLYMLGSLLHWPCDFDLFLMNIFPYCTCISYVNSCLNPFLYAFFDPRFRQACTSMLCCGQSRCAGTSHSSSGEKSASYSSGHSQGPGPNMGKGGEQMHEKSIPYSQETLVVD
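Test system – PathHunter CHO-K1 APJ (AGTRL-1) beta-arrestin reporter cells · Input – 1000 cells/well · Compound – single test compound dose, 20 µM final, 1% DMSO · Times – compound stimulation 90 min at 25 °C, detection 60 min · Technique – beta-gal luminescence · Read-out basis – APJ–arrestin association signal · Control set – negative DMSO alone, positive Apelin-13 at 10 nM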
tim23-1 inh: growth inhibitors of tim23-1 mutant yeast, primary screen, luminescence, uHTS; hit rate 1.3% among 330,000; AID 463212, 2010; S. cerevisiae tim23-1 growth, BacTiter-Glo luminescence, 24 h; inhibition, % at 20 µM;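 active = growth inhibition of the mutant yeast at or above 50%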;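 also: temperature-sensitive mutant grown at 25 °C; plate controls were DMSO-treated mutant yeast for no effect and medium wells lacking yeast for full effect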
APJ antag: antagonists of human apelin receptor APJ, primary screen, CHO-K1 cells, beta-arrestin complementation, luminescence | inhibition, % at 20 µM | hit rate 0.32% among 330,000 | P35414;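 active = inhibition above about 40% at 20 µM, limit read from the data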;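 also: cells challenged with 10 nM apelin-13 agonist together with compound; plate controls were apelin-13 plus DMSO wells for no effect and DMSO wells lacking apelin-13 for full effect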
Mdm2-MdmX inh: inhibitors of human Mdm2-MdmX association, primary screen, cell-based, luminescence, split luciferase, SaOS-2, uHTS | Protein Mdm4 (Homo sapiens) + E3 ubiquitin-protein ligase Mdm2 (Homo sapiens), … | SaOS-2 split-luciferase Mdm2/MdmX complementation | inhibition, % at 8 µM | hit rate 3% among 330,000 | AID 485346, 2010;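 active = inhibition of at least 50% at 8 µM in the primary screen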
An asterisk follows results filed as active. These rows are one share of the data; count on the stated rates, not on these rows.

SMILES | UPR CHOP act | TIM10 inh | CXCR6 inh | tim10-1 inh | UPR XBP1 act | APJ agonist | tim23-1 inh | APJ antag | Mdm2-MdmX inh
O=C(O)CCCCCCC1C(=O)NC(=O)N1CCC(O)C1CCCCC1 (stereo unspecified) | 0.2 | 1 | 1 | -14 | -4 | 0 | -15 | 4 | 25
CCn1ncc(Br)c1C(=O)Nc1ncc(C)s1 | -0.6 | 8 | 0 | 10 | -4 | 0 | 12 | -5 | 3
CCSC(C)CC1CC(=O)CC(=O)C1 (stereo unspecified) | -0.9 | 2 | -4 | -4 | 6 | 6 | 1 | 14 | 15
CSc1ccccc1-c1nnc(NC(=O)Cc2ccccc2)o1 | 1.6 | -6 | 6 | 11 | 0 | -2 | 7 | 3 | 18
C/C=C/COC(=O)c1[nH]c2c(c1C)C(=O)CC(c1ccc(N(C)C)cc1)C2 (stereo unspecified) | 3.9 | 4 | 0 | 22 | 0 | 0 | 38 | -28 | 21
Cc1c(C(=O)Nc2ccccn2)sc2nc3n(c(=O)c12)CCC3 | 1.6 | 6 | 0 | 9 | -4 | 5 | 24 | -10 | -30
N/C(=N\OC(=O)c1ccco1)c1cccnc1 | 0.3 | -7 | -11 | -8 | -1 | 4 | 8 | -53 | 1
CCOC(=O)c1c(NC(=O)Cn2nc([N+](=O)[O-])c(Br)c2C)sc2c1CCC(C)C2 (stereo unspecified) | 9.0 | 6 | 10 | 9 | 5 | 12 | -17 | 0 | 58*
Cc1cccc(NC(=O)c2cccc(S(=O)(=O)Nc3ccccc3C(=O)O)c2)c1 | 0.8 | -9 | -3 | 14 | -5 | 0 | 1 | -34 | 8
Cc1ccccc1-n1nc(C(=O)c2cccs2)cc(-c2nc3ccccc3[nH]2)c1=N | 0.6 | 29 | 17 | 36 | 2 | -7 | 25 | 14 | 39
O=C(c1cccs1)N1CCN(c2nc3ccc([N+](=O)[O-])cc3s2)CC1 | 0.3 | -6 | -3 | -15 | -1 | 0 | -9 | 2 | 9
Cc1cc(CSC(=N)N)c(CSC(=N)N)cc1C | 0.9 | -24 | 12 | -1 | -1 | 0 | 10 | -11 | -32
CC1CCCN(C(=O)C23CCC(C)(C(=O)C2)C3(C)C)C1 (stereo unspecified) | -0.4 | 13 | 3 | 14 | 0 | -4 | 9 | 3 | -3
COC(=O)C(c1ccccc1)C1(O)CC(C)N(C)CC1C (stereo unspecified) | -0.3 | 0 | -2 | -15 | -3 | 3 | -9 | 14 | 7
CC(=O)N1c2ccc(S(=O)(=O)N3CCC(C(=O)N4CCCC(C)C4)CC3)cc2CC1C (stereo unspecified) | 3.9 | 1 | -9 | 3 | -5 | 1 | -6 | 13 | 18
COCCN(C(=O)/C=C/c1cccc([N+](=O)[O-])c1)c1c(N)n(Cc2ccccc2)c(=O)[nH]c1=O | 0.8 | -8 | 1 | 3 | -2 | -1 | 11 | -9 | 0
O=C(COC(=O)c1cc(S(=O)(=O)N2CCCC2)ccc1O)NCc1ccccc1 | -0.7 | 4 | 3 | 5 | 0 | 10 | 8 | -3 | -11
COc1ccc(S(=O)(=O)N2CCOC2CNC(=O)C(=O)NCC(C)C)cc1OC (stereo unspecified) | 0.1 | 12 | 2 | 7 | -3 | -7 | 8 | 7 | -5
CN(CCCC(=O)Nc1ccncc1)S(=O)(=O)c1ccc(Cl)cc1 | 2.9 | 1 | -4 | 9 | -3 | 11 | 2 | -2 | 27
Cc1ccc(S(=O)(=O)NN2C(=O)/C(=C/c3cccnc3)SC2=S)cc1 | 1.7 | 10 | -1 | 24 | -4 | -1 | 18 | -2 | -10
O=S(=O)(N1CCCCC1)n1c(Cc2ccccc2)nc2ccccc21 | -0.7 | 29 | 3 | 36 | -4 | -5 | 31 | 12 | 15
COc1ccc(-c2cc(C(=O)Nc3ccc4c(c3)OCO4)no2)cc1OC | -1.0 | -37 | -6 | -50 | -2 | -2 | -48 | 7 | 22
COc1cc(Br)c(S(=O)(=O)Nc2c(C)n(C)n(-c3ccccc3)c2=O)cc1OC | 0.8 | 0 | 3 | 3 | -1 | -2 | 12 | 0 | -24
O=C(CSc1nc(=O)n(CCCN2CCOCC2)c2c1CCC2)Nc1ccccc1F | -0.3 | 2 | -4 | -5 | 0 | -4 | -8 | 5 | 11
Cc1cccc(NC2=NC(=S)N(c3cccc(C(=O)O)c3)C23CCCCC3)c1 | 0.5 | 12 | 6 | 9 | -2 | -3 | 10 | 1 | -27

Single records (already shown).
`COC(=O)C(c1ccccc1)C1(O)CC(C)N(C)CC1C` (stereo unspecified) is entered as UPR CHOP act = -0.3; TIM10 inh = 0; CXCR6 inh = -2; tim10-1 inh = -15; UPR XBP1 act = -3; APJ agonist = 3; tim23-1 inh = -9; APJ antag = 14; Mdm2-MdmX inh = 7
`O=C(COC(=O)c1cc(S(=O)(=O)N2CCCC2)ccc1O)NCc1ccccc1` is entered as UPR CHOP act = -0.7; TIM10 inh = 4; CXCR6 inh = 3; tim10-1 inh = 5; UPR XBP1 act = 0; APJ agonist = 10; tim23-1 inh = 8; APJ antag = -3; Mdm2-MdmX inh = -11

Going on with the list:
SMILES | UPR CHOP act | TIM10 inh | CXCR6 inh | tim10-1 inh | UPR XBP1 act | APJ agonist | tim23-1 inh | APJ antag | Mdm2-MdmX inh
Cc1nc2ccccc2cc1O | -1.7 | 0 | 8 | -18 | 0 | 0 | 5 | 12 | 23
Cc1cc(OCC(=O)N(C)Cc2ccccc2)ccc1Br | 3.4 | -6 | 2 | 6 | 1 | -1 | 29 | 14 | -53
CC(C)NC(=S)N/N=C/C1=CCC2CC1C2(C)C (stereo unspecified) | 1.3 | 29 | -1 | 23 | 0 | -4 | 56* | 0 | 16
CCNC(=S)Nc1ccc(Oc2ccccc2)cc1 | 3.0 | 28 | -14 | 33 | -1 | 2 | 14 | -5 | 1
CC[C@H](C)[C@H](NS(=O)(=O)c1ccc(C)cc1)C(=O)N1CCC(C(=O)N[C@@H](C)C(=O)O)CC1 | -1.2 | 2 | 2 | -12 | 1 | -4 | -11 | -25 | 3
CC1CCN(C(=O)C2CCCCN2S(=O)(=O)c2cccc([N+](=O)[O-])c2)CC1 (stereo unspecified) | 0.7 | -13 | -11 | 11 | -4 | 0 | 29 | -10 | 7
O=C(CSC1=NS(=O)(=O)c2cc(Cl)ccc2N1)NCCc1ccccc1 | 0.3 | 6 | -2 | 0 | 2 | -2 | 6 | 7 | -6
CCOc1ccc(Br)cc1S(=O)(=O)Nc1nc(CN2CCOCC2)nc2sc(C)c(C)c12 | -2.6 | 9 | -6 | 17 | -2 | -2 | 9 | 2 | 25
Cc1ccc(CC(=O)Nc2nc3ccccc3[nH]2)cc1C | 0.9 | -19 | -2 | 11 | -2 | -1 | -18 | -18 | 23
COc1ccc(NS(=O)(=O)c2ccc(NS(=O)(=O)c3cccs3)cc2)c(OC)c1 | -0.3 | -16 | 5 | 11 | 2 | -3 | 3 | -4 | 8
COc1ccc(NCC(=O)N/N=C/c2cc([N+](=O)[O-])ccc2N2CCCC2)cc1 | 0.0 | -4 | 7 | -4 | -3 | -5 | -12 | 16 | 18
COc1cc(C(=O)NCc2nnc(SCC(=O)Nc3nc4ccccc4s3)o2)cc(OC)c1OC | 3.3 | -7 | -3 | -12 | -1 | 2 | 0 | -11 | 8
Cc1ccc(S(=O)(=O)N2CCN(c3ccc(N4CCOCC4)nn3)CC2)cc1[N+](=O)[O-] | 1.8 | 0 | -3 | 1 | 2 | 1 | 6 | 12 | -17
CC[C@H](C)[C@@H]1NC(=O)[C@H]([C@@H](C)CC)NC(=O)[C@@H](CC(C)C)NC(=O)[C@H](Cc2ccccc2)NC(=O)[C@H](Cc2ccccc2)NC(=O)[C@@H]2CCCN2C(=O)[C@@H]2CCCN2C(=O)[C@H](C(C)C)NC(=O)[C@H](CC(C)C)NC1=O | 8.2 | 3 | -7 | 22 | 9 | -4 | 21 | 11 | 52*
COc1ccc(C(=O)Nc2cccc3c2CCCC3)c(OC)c1 | 0.1 | 12 | -2 | 5 | 0 | -1 | 7 | 8 | 8
COc1ccc(CNC(=O)C/C(C)=N/NC(=O)c2ccc(OC)cc2OC)cc1 | 5.8 | -4 | -8 | 2 | 1 | 0 | 8 | 7 | 2
CC(C)(C)C(=O)NC(NC(=O)C(C)(C)C)c1ccc([N+](=O)[O-])cc1 | 3.5 | 5 | -1 | 11 | 1 | -1 | 8 | 2 | -13
Cc1ccc(S(=O)(=O)c2nc(NCc3ccc4c(c3)OCO4)sc2Cl)cc1 | 1.2 | 27 | -1 | 18 | -2 | -2 | 16 | 8 | 17
O=C(Nc1nccs1)c1cccc(NC(=O)C2CC2)c1 | 0.9 | 8 | -3 | 6 | 0 | 3 | 17 | -3 | 20
COc1ccc(NC(=O)N(CCC(C)C)C(C)c2ccccn2)c(OC)c1 (stereo unspecified) | 0.9 | -16 | -3 | 41* | -2 | -2 | 48 | -3 | 19
CSCCC(NC(=O)c1ccc([N+](=O)[O-])cc1Cl)C(=O)OCC(=O)NCCCc1ccccc1 (stereo unspecified) | -1.9 | 9 | -20 | 13 | -1 | 5 | 17 | -58 | 8
CC1CC(C)CN(C(=O)CSc2nnc(N)s2)C1 (stereo unspecified) | 0.8 | 4 | -7 | 17 | -5 | -1 | 15 | -3 | 1
COCCNC(=O)CN(c1cccc(OC)c1)S(=O)(=O)c1ccc(C)cc1 | 1.5 | 7 | 4 | 23 | -3 | -5 | 2 | 11 | -32
COc1ccc(-c2sc3ccc(OC)cc3c2-c2ccc(O)cc2)cc1 | 1.9 | 23 | 26 | -22 | 16 | -1 | 34 | -3 | 27
O=C1CN(CC(=O)Nc2cccc(Cl)c2Cl)c2ccccc2N1 | -0.2 | 6 | 1 | 11 | -2 | 0 | 9 | -14 | 23
COc1ccc(OC)c(S(=O)(=O)N(C)CC(=O)N2CCN(c3cccc(Cl)c3)CC2)c1 | -0.4 | 21 | -6 | 22 | -3 | 1 | 18 | 12 | -12
C=CCn1c(C)cc(C(=O)CN2C(=O)c3ccccc3S2(=O)=O)c1C | -7.7 | -16 | 0 | -20 | -6 | 0 | 25 | -9 | 74*
CCC(C)NC(=O)CSc1nc2c(sc(=S)n2-c2cc(Cl)ccc2OC)c(=O)[nH]1 (stereo unspecified) | -1.1 | 2 | -7 | 8 | -6 | -2 | 0 | 6 | -7
